Screening results as filed in PubChem.
TbREL1 inh – TbREL1 RNA ligase inhibitors, primary screen, biochemical, FRET fluorescence; RNA-editing ligase 1, mitochondrial (Trypanosoma brucei brucei), P86926; 89,000 tested, 0.49% active; TbREL1 RNA ligation; inhibition, % at 9.66 µM;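 active means inhibition above the mean inhibition across all screened compounds plus 3 SD, cut at about 11% in these data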;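 further: 0% = plate median of test wells and 100% = NSC42067 control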
Target sequence (P86926 whole entry, looked up): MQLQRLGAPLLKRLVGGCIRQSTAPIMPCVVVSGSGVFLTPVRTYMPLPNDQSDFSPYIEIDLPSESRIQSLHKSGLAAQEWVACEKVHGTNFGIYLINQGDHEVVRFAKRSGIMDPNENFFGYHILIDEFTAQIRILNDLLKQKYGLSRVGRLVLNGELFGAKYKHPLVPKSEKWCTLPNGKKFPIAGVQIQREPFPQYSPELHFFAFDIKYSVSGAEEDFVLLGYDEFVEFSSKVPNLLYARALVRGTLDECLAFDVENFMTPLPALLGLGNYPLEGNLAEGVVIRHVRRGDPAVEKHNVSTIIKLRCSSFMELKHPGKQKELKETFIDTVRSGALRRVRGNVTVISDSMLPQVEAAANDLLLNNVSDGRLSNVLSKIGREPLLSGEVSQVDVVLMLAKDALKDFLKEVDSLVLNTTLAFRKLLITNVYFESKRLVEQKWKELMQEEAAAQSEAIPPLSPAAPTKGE
The depositor's hits bear a star. An excerpt, so the mix of outcomes need not match the whole.

The first 2 entries as a preview:
SMILES	TbREL1 inh
CCN(CC)c1ccc(C=Nn2c(-c3cc(C)[nH]n3)n[nH]c2=S)cc1	-3
Cc1cccc2cc(C#N)c(NCCNC(=O)c3ccccc3)nc12	11

The list itself (from the top)
SMILES	TbREL1 inh
CCN(CC)c1ccc(C=Nn2c(-c3cc(C)[nH]n3)n[nH]c2=S)cc1	-3
Cc1cccc2cc(C#N)c(NCCNC(=O)c3ccccc3)nc12	11
COC(=O)[C@@]12C[C@@H](CC(=O)N3CCN(C(=O)c4ccco4)CC3)C(=O)N(Cc3ccco3)C1=CCC(C)(C)C2	-3
CN1CCN(c2ccc([N+](=O)[O-])cc2/C=N/NC(=O)c2ccc(F)cc2)CC1	-1
COc1cccc(-c2noc(C3CCCN(C(=O)CC(C)(C)C)C3)n2)c1 (stereo unspecified)	0
CCOc1ccc(Cc2c(C)[nH]c3ccc(C(=O)O)cc3c2=S)cc1	-7
N/C(=N\OC(=O)c1cccc(C(F)(F)F)c1)c1cnccn1	-2
CC(C)(C)NC(=O)Cn1nnc(-c2cccs2)n1	-1
Cn1c(SCc2c(Cl)cccc2Cl)nnc1-c1cccs1	-3
CNS(=O)(=O)c1ccc(Oc2ccc(S(=O)(=O)NC)cc2)cc1	-2
COc1cccc(NC(=O)CN(C)C(=O)c2ccc(-c3cccc(C(F)(F)F)c3)o2)c1	4
O=C1CC(N2CCN(Cc3ccccc3)CC2)C(=O)N1CCc1ccccc1 (stereo unspecified)	4
C[N+]1([O-])[C@@H]2Cc3cc4c(cc3[C@@H]1Cc1cc3c(cc12)OCO3)OCO4 (stereo partly specified)	-1
COc1ccc(/C=N/NC(=O)c2cc(=O)[nH]c3ccccc23)cc1OC	-1
CC1CCCN(C(=O)Cn2nnc(-c3ccc(S(C)(=O)=O)cc3)n2)C1 (stereo unspecified)	-6
O=C(NC1CC2CCCC(C1)N2Cc1ccccc1)c1cccc(F)c1 (stereo unspecified)	1
CN(Cc1ccccc1)c1ccc(N2C(=O)CCC2=O)cc1[N+](=O)[O-]	-4
CCOC(=O)C1=NN(C(C)=O)C2(CC(=O)N(c3cc(C)cc(C)c3)C2=O)C1 (stereo unspecified)	-2
Cc1cnc(=O)[nH]c1SCC(=O)Nc1nccs1	-1
COc1ccccc1N(CC(=O)NC(C)(C)C)C(=O)c1ccc(Cl)nc1	-3

Some of these compounds in order of SMILES length, high to low.
SMILES	TbREL1 inh
CN1CCN(c2ccc([N+](=O)[O-])cc2/C=N/NC(=O)c2ccc(F)cc2)CC1	-1
COc1ccc(/C=N/NC(=O)c2cc(=O)[nH]c3ccccc23)cc1OC	-1
COc1ccccc1N(CC(=O)NC(C)(C)C)C(=O)c1ccc(Cl)nc1	-3
CCOc1ccc(Cc2c(C)[nH]c3ccc(C(=O)O)cc3c2=S)cc1	-7
Cc1cccc2cc(C#N)c(NCCNC(=O)c3ccccc3)nc12	11
CC(C)(C)NC(=O)Cn1nnc(-c2cccs2)n1	-1

The listing continues:
SMILES	TbREL1 inh
O=C(O)C1CCCCC1C(=O)NCCc1ccc(F)cc1 (stereo unspecified)	-2
O=S1(=O)C[C@@H](O)[C@@H](Nc2ccccc2)C1	2
CC1(C)Cc2ccccc2C(=NC(Cc2ccccc2)C(=O)O)N1 (stereo unspecified)	0
CC(OC(=O)c1ccccc1NS(=O)(=O)c1cccc(N)c1)C(=O)N(C)Cc1ccccc1 (stereo unspecified)	-2
Cc1ccc(SCC(=O)Nc2ccc(N3CCN(c4ccccc4)CC3)c(F)c2)cc1	1
O=S(=O)(c1ccccc1)N1CCN(Cc2cccc(Br)c2)CC1	2
C/C(=C/c1ccccc1)C(=O)N1CCN(c2ccccc2F)CC1	-1
COc1ccc(C(=O)c2c(-c3ccc(OC)cc3)oc3ccccc23)cc1	5
CCN1C(=O)N[C@@H](c2cccc(C(F)(F)F)c2)C(C(C)=O)=C1C	-2
Cc1n[nH]c(C)c1S(=O)(=O)NCCc1ccccc1	8
CN(C)c1ccc(C(=S)N2CCCCCC2)cc1	-3
Cc1cc(O)c(C(C)C)cc1NC(=O)Cn1nc(C)c2ccccc2c1=O	-5
O=C(O)c1ccc2c(c1)C(=O)N(CCC1=CCCCC1)C2=O	1
Cc1ccc(-n2c(CNc3ccc(F)cc3)nnc2SCC(=O)O)cc1	1
O=C(COc1ccc(Cl)cc1)NCc1nnc(SCC(=O)Nc2ccc3c(c2)OCCO3)o1	2
Cc1cccc(C)c1Nc1nnc(SCC(=O)NCc2ccco2)s1	1
C[C@@H]1CN([C@@H](C)CO)C(=O)CCCn2nncc2CO[C@H]1CN(C)Cc1ccccc1C(F)(F)F	-2
Cc1ccccc1NC(=O)CSc1nnc(-c2cc(-c3ccccc3)n[nH]2)n1N	0
Cc1nnsc1C(=O)N1CCCC1(C)C(=O)O (stereo unspecified)	0
Cc1ccc(NC(=O)COC(=O)c2ccc(F)cc2Cl)c(Br)c1	2

Some values from the results shown.
O=S1(=O)C[C@@H](O)[C@@H](Nc2ccccc2)C1 @ TbREL1 inh: 2
O=S(=O)(c1ccccc1)N1CCN(Cc2cccc(Br)c2)CC1 @ TbREL1 inh: 2

Next entries.
SMILES	TbREL1 inh
Cc1ccc(S(=O)(=O)N2CCN(C(=O)COC(=O)CSc3ccccc3)CC2)c(C)c1	-1
COc1ccccc1-n1c(CNC(=O)c2ccco2)n[nH]c1=S	-6
O=C(O)CCCC(=O)NCCc1ccncc1	-1
COc1ccc(-n2c(Cc3cccn3C)nnc2SCC(=O)N2CCOCC2)cc1	-6
CC1Cc2ccccc2N1C(=O)CSCC(=O)O (stereo unspecified)	2
COC(=O)Nc1nc2ccc(Br)cc2s1	3
Cc1c([N+](=O)[O-])cc(C(=O)Nc2ccc3ncccc3c2)cc1[N+](=O)[O-]	-1
CCOC(=O)c1ccc(NC(=S)NCCCN2CCCC2=O)cc1	-6
N#CC1=C(N)Oc2n[nH]c(-c3cccs3)c2C1C1CCCCC1 (stereo unspecified)	2
CC[C@H](C)[C@H]1CNC(=O)C(=O)N1CC1CCN(CCc2ccc(OC)c(OC)c2)CC1	-2
CC(=O)c1c(C)oc2ccc(N(C(=O)C3CCCCC3)S(=O)(=O)c3cc([N+](=O)[O-])ccc3C)cc12	1
COc1cc(/C=N/n2c(-c3cc(C)[nH]n3)n[nH]c2=S)cc(OC)c1O	-4
CC(C)(CO)CNc1ccn2nccc2n1	3
O=C(/C=C/c1ccccc1)N1CCN(c2ccc([N+](=O)[O-])c(N3CCOCC3)c2)CC1	0
Cc1cc(C(=O)O)c(CCCN)s1	2
CCc1ccccc1OCC(=O)Nc1nc(-c2cccnc2)cs1	4
O=C(COC(=O)Cc1ccc(F)cc1)Nc1ccc(Cl)cn1	1
O=C(N/N=C/c1ccccc1F)c1cc2c(ccc3ccccc32)o1	-2
O=C(NCc1cccnc1)Nc1cccc([N+](=O)[O-])c1	1
CCCC(=O)OCC(=O)Nc1ccc(N=Nc2ccccc2)cc1	1
CCOC(=O)C1CCN(c2c(NCCC(C)C)c(=O)c2=O)CC1	-3
COc1cc(OC)c(C(=O)NC2CC(C)(C)NC(C)(C)C2)cc1OC	0
CC1CCCC(C)N1C(=O)CSc1nnc(NC(=O)Cc2cccs2)s1 (stereo unspecified)	0
CSc1cc(-c2ccccc2)n(Cc2ccc(Cl)cc2Cl)c(=O)c1C#N	-2
O=[N+]([O-])c1ccc(-c2nnc(-c3ccccc3)c(N3CCOCC3)n2)cc1	1
CN(C)CCN1CCN(C2CN(Cc3cn(Cc4ccc(C(F)(F)F)cc4)nn3)S(=O)(=O)C2)CC1 (stereo unspecified)	-4
C=C1CN(CC(=O)OC)S(=O)(=O)c2ccccc21	-1
COCCn1c(-c2ccccc2)nc2ccccc21	2
Cc1cc(C)c(C(=O)COC(=O)c2ccc(NC(=O)CC#N)cc2)cc1C	3
CC1CCCCC1NC(=O)c1nnc(Cc2ccc(Cl)cc2)o1 (stereo unspecified)	-2
COC(=O)/C=C1/SC(=Nc2ccc(Cl)c(Cl)c2)NC1=O	3
C#CCN1C(=O)[C@]2(OC[C@@H]3Cc4ccccc4[C@@H]3C=C2C)c2ccccc21	-1
OCCC1CN(Cc2nc3ccccc3s2)CCN1C1CCCC1 (stereo unspecified)	-1
COc1ccccc1-c1nnc2n1N=C(c1ccc3c(c1)OCO3)CS2	-1
Cc1cc(-n2c(C)cc(C(=O)COc3ccc(Cl)cc3C(N)=O)c2C)no1	4
Cc1cc(NC(=O)C(C)SCC(=O)Nc2cccc(S(=O)(=O)N3CCCCCC3)c2)no1 (stereo unspecified)	-2
O=c1nc(SCc2ccc(Cl)cc2)nc(-c2ccccc2)[nH]1	1
COCCN(C(=O)CCC(=O)Nc1ccccn1)C(C(=O)NCCC(C)C)c1ccc(F)cc1 (stereo unspecified)	-4
CCCCS(=O)(=O)N1CCCC(C(=O)Nc2ccc3c(c2)CCC3)C1 (stereo unspecified)	2
COc1ccc(Cn2ccc3ccc(-c4ccc5ccn(C(=O)C6CCCCC6)c5c4)cc32)cc1	1

Among those listed so far, 3 have a tert-butyl group.
SMILES	TbREL1 inh
COc1cccc(-c2noc(C3CCCN(C(=O)CC(C)(C)C)C3)n2)c1 (stereo unspecified)	0
CC(C)(C)NC(=O)Cn1nnc(-c2cccs2)n1	-1
COc1ccccc1N(CC(=O)NC(C)(C)C)C(=O)c1ccc(Cl)nc1	-3

The list goes on:
SMILES	TbREL1 inh
Cc1ccc(Cl)c2c1NC(=O)C2(O)CC(=O)c1ccc(F)cc1 (stereo unspecified)	-2
COC(=O)N[C@H](c1ccccc1)[C@@]1(C)C[C@@H]1[C@@H](C)C(=O)Nc1ccc2ccccc2c1	-2
Cc1ccc(CN2CCN(Cc3cnc(N(C)C)s3)CC2CCO)o1 (stereo unspecified)	-1
O=C(O)C1CC=CCC1C(=O)N1CCc2ccccc21 (stereo unspecified)	-5
COc1ccc(C(=O)NC2CCC(O)CC2)cc1S(=O)(=O)NCc1ccc(Cl)cc1 (stereo unspecified)	2
O=C(NC(=S)N1CCCc2ccccc21)c1ccc(Cl)cc1	-2
O=C(N/N=C/c1cc(Br)c(O)c(Br)c1)C1CC1	-1
CCOCCCn1c(-c2ccc(Cl)cc2)n[nH]c1=S	4
COc1ccc(Cn2c(C)c(C)c(C#N)c2NC(=O)Nc2cccc(C)c2)cc1	-3
CCCOC(=O)c1ccc(O)c(OC)c1	-4
COc1cc(/C=C/c2nc3ccccc3c(=O)[nH]2)cc(Cl)c1O	-4
C[C@@H]1CN([C@@H](C)CO)C(=O)c2cc(NC(=O)Nc3ccc4c(c3)OCO4)ccc2O[C@H]1CN(C)S(=O)(=O)c1ccc(F)cc1	-1
COc1cc(OC)c(N(C)S(=O)(=O)c2cccc(C(=O)NC3=NCCS3)c2)cc1Cl	-1
COc1cnc(SCCC(F)=C(F)F)[nH]c1=O	-2
O=C1C=C(c2cccc(OCc3ccccc3)c2)C[C@@H](c2ccc3c(c2)OCO3)C1	1
COc1ccccc1NC(=O)Nc1ccc2c(c1)OCCO2	0
Cc1n[nH]c(=O)c2c(NC(=O)CSc3cc(Cl)ccc3Cl)oc(C)c12	-3
Cc1ccc(NC(=O)Cc2cccc(OC(F)F)c2)c(S(=O)(=O)N2CCOCC2)c1	-3
O=C(NC1CCCCN(Cc2ccc(Cl)cc2)C1=O)c1cccc([N+](=O)[O-])c1 (stereo unspecified)	2
COc1ccc(NC(=O)CCOc2ccccc2)cc1	0
O=C(COc1ccccc1Cl)NCCNC(=O)c1cccnc1	5
Cc1ccc(/C=N/NC(=O)COc2ccc(Cl)c(C)c2)o1	-1
Cc1ccc(S(=O)(=O)N2CCC[C@H]2C(=O)Nc2ccc(F)cc2C)cc1	5
N=C1C(c2nc(-c3ccc(Br)cc3)cs2)=C(O)CN1NC(=O)c1ccc([N+](=O)[O-])cc1	3
CC1(C)C[C@H]2C3=CCC4[C@@]5(C)CC[C@H](O)C(C)(C)C5CC[C@@]4(C)[C@]3(C)[C@@H](O)[C@@H](O)[C@@]2(CO)[C@@H](O)[C@@H]1O (stereo partly specified)	0
COCCCNC(=O)CC1C[C@H](C(=O)N2CCOCC2)[C@@]2(CCC3CCCC3)c3[nH]c4ccc(OC)cc4c3CCN2C1=O (stereo partly specified)	0
CCc1cc(-c2n[nH]c(=S)n2C(C)c2ccccc2)cs1 (stereo unspecified)	4
O=C(c1ccc(CNS(=O)(=O)c2cccc(C(F)(F)F)c2)cc1)N1CCOCC1	-3
O=C(CCN1C(=O)C2CCCCC2C1=O)NNC(=O)c1cccc(Cl)c1 (stereo unspecified)	-1
NS(=O)(=O)c1ccc(Cl)c(S(N)(=O)=O)c1	4
NC(=O)c1ccc(NC(=O)c2cc(S(=O)(=O)N3CCCCC3)ccc2N2CCOCC2)cc1	-6
Cc1ccc(S(=O)(=O)N2CCN(C(=O)COC(=O)c3cccnc3Cl)CC2)c(C)c1	-2
CN(CC(=O)Nc1ccc(Cl)c(C(F)(F)F)c1)Cc1cc(=O)n2ccsc2n1	2
N#CC(C#N)C(c1ccsc1)c1c(-c2ccccc2)[nH][nH]c1=O (stereo unspecified)	-1
COc1cc(C(=O)NCC(C)C)cc(OC)c1OC	-2
NC(=O)c1cc([N+](=O)[O-])ccc1NCc1ccc(C(=O)O)cc1	3
O=C(CN1C(=O)c2ccccc2S1(=O)=O)N1CCN(Cc2ccc3c(c2)OCO3)CC1	3
COc1ccc(NC(=O)CN(C)S(=O)(=O)c2ccc3[nH]c(=O)oc3c2)cc1	-2
COc1ccc(/C=N/N=C/c2ccc(OC)c(O)c2)cc1O	-4
